PhoP GFP inhibition: PhoP regulon inhibitors, Salmonella typhi PhoP promoter GFP reporter, confirmatory (AID 1850); inhibition, % at 50 µM, or IC50 in µM where a hit was titrated; Salmonella Typhi PhoP-promoter GFP reporter, fluorescence, 4 h; higher % means a stronger effect; 310,000 compounds, 0.33% hits; in the data active = a potency from the dose series; inconclusive = inhibition mostly from about 25% at the one dose, without a potency; inactive = the rest, 99 in 100 with inhibition below about 19%;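 note: 0% = induced wells with vehicle and 100% = uninduced wells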
VEEV TC-83 Vero: inhibitors of VEEV TC-83 cytopathic effect, confirmation, Vero cells (AID 588727) | 350,000 compounds, 0.13% hits | Vero cells, VEEV TC-83 cytopathic effect inhibition; higher % means a stronger effect | one-dose inhibition, % at 20 µM; IC50 in µM for titrated hits; in the data active = a potency from the dose series; inconclusive = inhibition mostly from about 14% at the one dose, without a potency; inactive = the rest, 99 in 100 with inhibition below about 12%; note: strong numbers were not always called active
H1N1 NS1A inhibition: H1N1 influenza NS1A inhibitors, functional cell based assay (AID 504329); NS1A functional cell-based assay, percent inhibition; higher % means a stronger effect; one-dose inhibition, % at 12.5 µM; IC50 in µM for titrated hits; 340,000 compounds, 0.3% hits; in the data active = a potency from the dose series; inconclusive = inhibition above about 27% without an active follow-up result; note: strong numbers were not always called active
tuberculosis growth: growth inhibition of non-replicating M. tuberculosis (AID 488890). inhibition, % at 25 µM; hits with a dose series show IC50 in µM. 320,000 compounds, 0.39% hits. Mycobacterium tuberculosis non-replicating, growth inhibition; higher % means a stronger effect; in the data active = a potency from the dose series; inconclusive = inhibition mostly from about 82% at the one dose, without a potency; inactive = the rest, 99 in 100 with inhibition below about 76%;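 note: plate controls were DMSO cells for no effect and high antibiotic wells for full effect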
M. tuberculosis HTS: M. tuberculosis growth inhibition, HTS (AID 449762); M. tuberculosis H37Rv growth inhibition, 7H9 media; higher % means a stronger effect; 330,000 compounds, 0.59% hits; inhibition, % at 25 µM; hits with a dose series show IC50 in µM; in the data active = a potency from the dose series; inconclusive = inhibition above about 70% without an active follow-up result;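 note: bacterial growth assessed after seven days of incubation; strong numbers were not always called active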
VEEV TC-83 Vero 10K pilot screen: second read-out of VEEV TC-83 Vero, no call of its own (marks repeat the call); inhibition, %; measured here: 10K pilot screen inhibition
Numbers without * were called inactive; i = inactive; u = inconclusive; x = no result given. No enrichment for hits (roughly 1.6% active in at least one column).

The first 15 entries (preview)
SMILES	PhoP GFP inhibition	VEEV TC-83 Vero	H1N1 NS1A inhibition	tuberculosis growth	M. tuberculosis HTS	others
COc1ccccc1N1CCN(C2CCCN(C(=O)CC(F)(F)F)C2)CC1 (stereo unspecified)	-1%	0.4%	-7%	-1%	0%
COCCN(CCOC)C(=O)CCn1c(=O)oc2ccccc21	-2%	0.2%	4%	-14%	-3%
COc1ccc(N2CC(C(=O)Nc3nnc(Cc4ccccc4)s3)CC2=O)cc1 (stereo unspecified)	10%	1.3%	5%	31%	12%
Cc1ccc(C2C(C(=O)c3cccs3)=C(O)C(=O)N2c2nnc(C)s2)cc1 (stereo unspecified)	5%	i	-5%	34%	2%
CCOc1cc(/C=N/NC(=O)c2cccc(S(=O)(=O)N3CCOCC3)c2)ccc1OCC(=O)N(C)C	1%	4.1%	-5%	-1%	7%
CCOC(=O)c1ccc(NC(C)=O)c([N+](=O)[O-])c1	10%	1.0%	-15%	x	-9%
N#Cc1c(C(F)(F)F)cc(-c2ccc(F)cc2)[nH]c1=O	-1%	0.4%	-10%	15%	-4%
CC1(c2nnc(-c3ccc(F)cc3)o2)CC(c2c(Cl)cccc2Cl)=NO1 (stereo unspecified)	2%	4.5%	4%	46%	1%
CC(C)C(C(=O)Nc1nccs1)c1ccc(Cl)cc1 (stereo unspecified)	-1%	3.8%	-8%	23%	4%
O=C(O)c1ccc(Cl)c(S(=O)(=O)NC(Cc2c[nH]c3ccccc23)C(=O)O)c1 (stereo unspecified)	4%	0.9%	0%	-10%	7%
CC(C)NC(=O)N1CC(c2ccccc2)C(c2ccc(Cl)cc2)=N1 (stereo unspecified)	0%	0.7%	-12%	43%	16%
CCCc1cc(=O)[nH]c2nnc(SCC(=O)NCc3ccc4c(c3)OCO4)n12	1%	1.6%	-7%	2%	15%
Cc1nc(N2CCN(c3ccccc3O)CC2)c2c(-c3ccccc3)csc2n1	3%	14%	2%	18%	50%
CCc1cc2cc(C(=O)Nc3ccc(F)cc3)sc2s1	12%	4.8%	-10%	u	u
Cc1cc(C)nc(NS(=O)(=O)c2ccc(NC(=O)C3(c4ccc([N+](=O)[O-])cc4)CCCC3)cc2)n1	1%	2.1%	-1%	-3%	9%

The whole of this part, from the first entry:
SMILES	PhoP GFP inhibition	VEEV TC-83 Vero	H1N1 NS1A inhibition	tuberculosis growth	M. tuberculosis HTS	others
COc1ccccc1N1CCN(C2CCCN(C(=O)CC(F)(F)F)C2)CC1 (stereo unspecified)	-1%	0.4%	-7%	-1%	0%
COCCN(CCOC)C(=O)CCn1c(=O)oc2ccccc21	-2%	0.2%	4%	-14%	-3%
COc1ccc(N2CC(C(=O)Nc3nnc(Cc4ccccc4)s3)CC2=O)cc1 (stereo unspecified)	10%	1.3%	5%	31%	12%
Cc1ccc(C2C(C(=O)c3cccs3)=C(O)C(=O)N2c2nnc(C)s2)cc1 (stereo unspecified)	5%	i	-5%	34%	2%
CCOc1cc(/C=N/NC(=O)c2cccc(S(=O)(=O)N3CCOCC3)c2)ccc1OCC(=O)N(C)C	1%	4.1%	-5%	-1%	7%
CCOC(=O)c1ccc(NC(C)=O)c([N+](=O)[O-])c1	10%	1.0%	-15%	x	-9%
N#Cc1c(C(F)(F)F)cc(-c2ccc(F)cc2)[nH]c1=O	-1%	0.4%	-10%	15%	-4%
CC1(c2nnc(-c3ccc(F)cc3)o2)CC(c2c(Cl)cccc2Cl)=NO1 (stereo unspecified)	2%	4.5%	4%	46%	1%
CC(C)C(C(=O)Nc1nccs1)c1ccc(Cl)cc1 (stereo unspecified)	-1%	3.8%	-8%	23%	4%
O=C(O)c1ccc(Cl)c(S(=O)(=O)NC(Cc2c[nH]c3ccccc23)C(=O)O)c1 (stereo unspecified)	4%	0.9%	0%	-10%	7%
CC(C)NC(=O)N1CC(c2ccccc2)C(c2ccc(Cl)cc2)=N1 (stereo unspecified)	0%	0.7%	-12%	43%	16%
CCCc1cc(=O)[nH]c2nnc(SCC(=O)NCc3ccc4c(c3)OCO4)n12	1%	1.6%	-7%	2%	15%
Cc1nc(N2CCN(c3ccccc3O)CC2)c2c(-c3ccccc3)csc2n1	3%	14%	2%	18%	50%
CCc1cc2cc(C(=O)Nc3ccc(F)cc3)sc2s1	12%	4.8%	-10%	u	u
Cc1cc(C)nc(NS(=O)(=O)c2ccc(NC(=O)C3(c4ccc([N+](=O)[O-])cc4)CCCC3)cc2)n1	1%	2.1%	-1%	-3%	9%
O=C(Cc1csc(N2CCOCC2)n1)N/N=C/c1ccc(O)c(O)c1O	x	i	5%	x	x
CCCCN(C(=O)c1ccc([N+](=O)[O-])s1)c1c(N)n(CC(C)C)c(=O)[nH]c1=O	0%	i	-13%	-4%	-6%
CC(C)CC(=O)Nc1cccc(-c2cn3ccsc3n2)c1	2%	4.0%	-7%	-4%	-11%
O=C(O)c1ccc(NC(=S)NC(=O)c2ccc(-c3ccccc3)cc2)cc1	-3%	3.0%	4%	u	u
COc1ccc(C2CC(c3ccc(Br)cc3)Nc3nc(N)nn32)cc1 (stereo unspecified)	2%	0.4%	-10%	17%	-8%
COc1cc(C(C(=O)NC(C)(C)C)N(C(=O)CNC(=O)c2cccs2)c2cccnc2)cc(OC)c1OC (stereo unspecified)	6%	0.2%	2%	-6%	5%
Cc1ccc(NC(=O)c2cc(S(=O)(=O)c3ccccc3)ccc2Cl)cc1	4%	i	-9%	-1%	2%
COC(=O)C1=C(c2ccc(F)cc2OCc2ccccc2)C[C@@H]2CC[C@H]1N2C(=O)N1CCCC1	x	6.9%	9%	22%	0%
Cc1c(Cl)cccc1NC(=S)NCc1cccs1	-4%	0.1%	-6%	66%	-3%	VEEV TC-83 Vero 10K pilot screen=1.1
O=C(NCc1cn2ccsc2n1)c1c(F)cccc1Cl	5%	i	29%	-16%	1%	VEEV TC-83 Vero 10K pilot screen=0.9
O=C1CS(=O)(=O)N(Cc2ccc(F)cc2)c2ccccc21	x	0.6%	19%	x	x
O=C(CNc1ccccc1F)N/N=C/C1CC=CCC1 (stereo unspecified)	1%	1.0%	0%	9%	3%
CCC(=O)N1c2ccc(S(=O)(=O)NCc3ccccc3)cc2CC1C (stereo unspecified)	-3%	i	0%	4%	4%
CS(=O)(=O)N1CCC(C(=O)Nc2ccc(F)c(Cl)c2)CC1	1%	1.1%	-8%	0%	-1%
Cc1ccccc1N1CCN(C2CCCN(C(=O)c3cn4c(C)cccc4n3)C2)CC1 (stereo unspecified)	-12%	10%	3%	17%	10%
O=C(COC(=O)c1c(Cl)cccc1Cl)NC1CCCCCCC1	x	0.4%	-23%	53%	10%
COC(=O)c1cc(-c2ccc(S(=O)(=O)N3CCCC3)cc2)c(C(F)(F)F)s1	-1%	0.1%	-3%	26%	3%
O=C(NCCCN1CCOCC1)c1ccc2nc(Cc3ccccc3F)oc2c1	-3%	0.4%	-7%	3%	3%
Cc1ccc(C(=O)NC(=O)CSc2nncn2C)cc1	-3%	0.2%	8%	-9%	-3%
CCCCc1c(O)nc(SCC(=O)NCC2CCCO2)[nH]c1=O (stereo unspecified)	-7%	0.1%	14%	0%	-3%
S=C(Nc1ccc(Br)cc1)N1CCN(c2ccccn2)CC1	-3%	2.8%	4%	52%	-2%
CC1CCN(C(=O)C2CCN(c3nnc(-n4cccc4)s3)CC2)CC1	2%	2.9%	-2%	75%	3µM*
Cc1ccc(/C(O)=C2\C(=O)C(=O)N(C)C2c2ccc(F)cc2)cc1 (stereo unspecified)	-3%	0.2%	-31%	-4%	6%
O=C(CCC(=O)N1CC2C[C@@H](C1)Cn1c2cccc1=O)NCCc1ccccc1	4%	0.1%	-3%	-9%	-6%
COCCOC(=O)C1=C(C)NC(=O)NC1c1cc2c(cc1Br)OCO2 (stereo unspecified)	-13%	0.7%	-7%	-12%	1%
c1ccc(CCN(Cc2ccccc2)Cc2nc(C3CC3)no2)cc1	-4%	0.8%	-3%	71%	1%
O=C1N(Cc2cccnc2)C[C@@H]2C[C@@H](c3cccc(OCc4ccccc4)c3)N3CCC[C@@]123	-7%	i	2%	x	10%
Cc1ccc(C(=O)Nc2ccccc2C(=O)NCc2ccccc2)cc1	0%	3.0%	-3%	-17%	-6%
COc1cccc(-n2c(SCC(=O)NCC3CCCO3)nc3c(c2=O)SCC3)c1 (stereo unspecified)	-4%	0.2%	-8%	-2%	-6%
O=S(=O)(c1cc(F)ccc1F)N1CCN2CCCC2C1 (stereo unspecified)	8%	1.1%	-4%	11%	-3%
CCc1ccc2oc(-c3ccc(NC(C)=O)cc3)nc2c1	-1%	5.6%	-6%	73%	7%
O=C(NCc1cccnc1)c1cccs1	8%	1.4%	2%	12%	-9%
CN(C(=O)COC(=O)CCc1nc2ccccc2c(=O)[nH]1)C1CCS(=O)(=O)C1 (stereo unspecified)	-23%	2.5%	-5%	-1%	7%
CN(C)c1ccc(N=Nc2ccc3ncccc3c2)cc1	x	3.6%	20µM*	x	x
COc1cc2oc(=O)cc(C)c2c(OC)c1OC	-3%	i	4%	-5%	7%
Cc1cccc(N2CCN(C(=O)c3ccc(Cl)c(NC4=NC5CS(=O)(=O)CC5S4)c3)CC2C)c1 (stereo unspecified)	4%	7.9%	10%	23%	5%
COc1ccc(Nc2ccc(N3C(=O)CC(C)C3=O)cc2[N+](=O)[O-])cc1OC (stereo unspecified)	9%	0.5%	17%	2%	-1%
O=C(NCc1ccco1)Nc1cccs1	12%	i	-9%	2%	-6%
COC(=O)c1ccc(CSc2nnc3nc(C)cc(C)n23)cc1	-1%	1.1%	-8%	10%	-8%
COc1ccc(-c2sc3cc4c(cc3c2-c2ccc(OCCN3CCCCC3)cc2)OCO4)cc1	x	i	7%	x	x
COc1cc(NC(=O)c2cncc(-c3ccc(C#N)cc3)c2)cc(C(=O)Nc2cccc(C(F)(F)F)c2)c1	15%	0.1%	-2%	-3%	2%	VEEV TC-83 Vero 10K pilot screen=1.0
CCOCCCNC(=O)CSc1ccccc1	5%	2.1%	-3%	-5%	4%	VEEV TC-83 Vero 10K pilot screen=2.5
Cc1ccccc1/C=C/C(=O)NCC(=O)N1CCC(N(C)C2CCCCC2C)CC1 (stereo unspecified)	-13%	0.0%	5%	6%	0%
COC(=O)CNC(=O)C1CC(=O)N(CCc2ccc(F)cc2)C1 (stereo unspecified)	0%	i	-2%	4%	-9%
COc1ccc(-c2[nH]ncc2CN(CC2CCC(=O)N2)C(C)C)cc1F (stereo unspecified)	12%	5.8%	-15%	-4%	2%
Additional entries.
SMILES	PhoP GFP inhibition	VEEV TC-83 Vero	H1N1 NS1A inhibition	tuberculosis growth	M. tuberculosis HTS	others
O=C(/C=C/c1ccco1)c1ccc(NC(=O)C23CC4CC(CC(C4)C2)C3)cc1	-13%	1.3%	0%	u	u
C[C@@H]1CC[C@@]2(NC1)O[C@H]1C[C@H]3[C@@H]4CC=C5C[C@@H](O)CC[C@]5(C)[C@H]4CC[C@]3(C)[C@H]1[C@@H]2C	-2%	0.4%	2%	30%	-6%
Cc1ccc2c(c1)c1ncn(Cc3ccc(F)cc3)c(=O)c1n2C	-5%	i	-2%	4%	3%
COc1ccc(NC(=O)C(C)Oc2ccc(/C(C)=N\O)cc2)cc1 (stereo unspecified)	2%	0.4%	0%	31%	3%
CCOC(=O)c1c(C)[nH]c(C(=O)Nc2ccc3c(c2)OCO3)c1C	-2%	x	x	55%	-1%
N#CC(C(=S)Nc1ccccc1)c1nc2ccccc2[nH]1 (stereo unspecified)	3%	3.7%	2%	18%	7%
CCOC(=O)c1c(C)n(S(=O)(=O)c2ccc(C)cc2)c2ccc(O)c(C(=O)O)c12	-1%	2.4%	-5%	6%	-4%
Cc1ccc2c(CC(=O)NCC3COc4ccccc4O3)coc2c1 (stereo unspecified)	-4%	0.5%	0%	16%	5%
O=C(CSc1nnc(-c2ccc(F)cc2)c2ccccc12)Nc1c(F)cccc1F	-14%	6.2%	0%	37%	3%
S=c1[nH]nc(COc2ccc3c(c2)OCO3)n1-c1ccccc1	1%	0.3%	-2%	3%	-6%
COc1ccc(NS(=O)(=O)c2c(F)cc(F)c(Cl)c2F)cc1S(=O)(=O)N1CCCCC1	-7%	4.0%	-3%	10%	-4%
O=C(c1cc(COc2ccc(F)cc2Cl)on1)N1CCN(C2CCCC2)CC1	-12%	4.9%	1%	11%	-11%
O=C(CSc1nc2ccccc2o1)Nc1ccccc1N1CCCCCC1	-21%	i	-67%	24%	-1%
O=C(/C=C/c1ccccc1)n1cnnc1SC/C=C/c1ccccc1	3%	1.7%	-1%	52%	-4%

Bioassay records from PubChem BioAssay.
